STK33 inh: inhibitors of purified STK33 kinase, primary screen, biochemical, ADP-Glo luminescence, homogeneous, cell-free | Serine/threonine-protein kinase 33 (Homo sapiens), Q9BYT3 | MBP phosphorylation | inhibition, % at 10 µM | actives 0.073% (n = 320,000) | AID 2661, 2010;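 active = inhibition at or above 25%, using the most active replicate where run in duplicate; inactive = inhibition below 25%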
Target sequence (Q9BYT3 whole entry, looked up): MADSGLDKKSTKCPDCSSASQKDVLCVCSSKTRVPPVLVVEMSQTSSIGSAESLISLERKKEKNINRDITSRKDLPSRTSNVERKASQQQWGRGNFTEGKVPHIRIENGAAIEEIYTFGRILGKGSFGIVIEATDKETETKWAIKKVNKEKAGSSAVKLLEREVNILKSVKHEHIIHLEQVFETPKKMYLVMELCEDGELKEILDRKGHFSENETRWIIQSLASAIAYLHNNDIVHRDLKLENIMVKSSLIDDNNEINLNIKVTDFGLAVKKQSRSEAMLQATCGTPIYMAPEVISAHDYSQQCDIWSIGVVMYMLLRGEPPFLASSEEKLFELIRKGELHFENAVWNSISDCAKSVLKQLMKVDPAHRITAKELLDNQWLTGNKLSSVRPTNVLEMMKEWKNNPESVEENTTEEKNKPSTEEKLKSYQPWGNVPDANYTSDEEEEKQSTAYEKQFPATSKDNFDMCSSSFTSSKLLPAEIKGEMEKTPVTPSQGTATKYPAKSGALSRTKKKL
OX1R FRET antag: antagonists of human orexin 1 receptor (OX1R); Orexin/Hypocretin receptor type 1 (Homo sapiens), O43613; OX1R-expressing cells, FRET antagonist read-out; inhibition, % at 6.6 µM; actives 1.8% (n = 330,000); AID 485270, 2010; in the data active = inhibition mostly above about 38%, no sharp cut-off; inactive = mostly below about 40%;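 note: 0% = agonist challenge alone and 100% = reference antagonist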
Target sequence (O43613 whole entry, looked up): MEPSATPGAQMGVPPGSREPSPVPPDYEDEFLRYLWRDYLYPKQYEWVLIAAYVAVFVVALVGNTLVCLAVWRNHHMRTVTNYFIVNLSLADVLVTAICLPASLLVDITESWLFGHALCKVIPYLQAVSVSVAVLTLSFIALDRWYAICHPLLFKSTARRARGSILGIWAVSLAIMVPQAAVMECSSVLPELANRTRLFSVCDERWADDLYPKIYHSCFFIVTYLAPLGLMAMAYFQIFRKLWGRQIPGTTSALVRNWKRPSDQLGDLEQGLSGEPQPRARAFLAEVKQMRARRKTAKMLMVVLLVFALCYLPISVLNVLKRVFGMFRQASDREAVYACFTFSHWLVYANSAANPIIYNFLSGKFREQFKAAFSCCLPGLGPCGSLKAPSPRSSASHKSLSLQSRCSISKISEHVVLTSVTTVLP
* hit, by the source's call; / = no result given.

SMILES	STK33 inh	OX1R FRET antag
O=C(NCC1CCCO1)c1ccc2c(c1)ncn2-c1cccc(F)c1 (configuration not stated)	1.0	20
COc1cccc(Cn2cccc(NC(=O)NC3CCCCC3)c2=O)c1	-1.1	27
COc1cc(C(=O)N(C)CC(=O)Nc2cccc(F)c2)ccc1OCc1ccccc1	0.5	5
Cc1ccc(NC(=O)CN(C)C(C)C(=O)Nc2ccc(S(=O)(=O)N3CCCC3)cc2)cc1 (configuration not stated)	-0.6	13
COC(=O)c1ccc(CSc2n[nH]c(-c3ccccc3)n2)o1	1.3	16
CCOc1cnc(-c2c(-c3c(F)cccc3Cl)noc2C)o1	-1.7	12
CCC(C)(NC(=O)c1ccccn1)C(=O)NC1CCCC1 (configuration not stated)	-0.5	14
CC1=C(C(=O)OC(C)(C)C)C(c2ccco2)C(C#N)=C(N)O1 (configuration not stated)	-2.0	1
Cc1ccccc1C1c2[nH]c3ccccc3c2CCN1Cc1cccn1-c1ncccn1 (configuration not stated)	-0.3	42
CCCC(=O)Nc1nc2ccc(NC(=O)c3c(F)c(F)c(OC)c(F)c3F)cc2s1	-3.1	17
COc1ccc(/C=N/n2c(N)nc(-c3ccccc3)c2-c2ccccc2)cc1	1.3	5
COc1ccc(N2CCN(C(=S)Nc3cccc(C)c3C)CC2)cc1	-1.5	7
CCCCCC(=O)NNC(=S)NC(=O)c1cccc([N+](=O)[O-])c1	-1.1	20
CN(C)c1ccc(C(CNS(=O)(=O)c2ccc(F)cc2)c2c[nH]c3ccccc23)cc1 (configuration not stated)	-0.4	7
O=C(CS(=O)c1cccc(Cl)c1)Nc1ccccc1Cl (configuration not stated)	-1.4	8
Cc1ccc(N2C(=O)Cc3ccccc3C2=O)cc1	0.3	9
CCOc1ccc(C2=C(C=Nc3c(C)n(C)n(-c4ccccc4)c3=O)C(c3ccc(F)cc3)c3ccccc3O2)cc1 (configuration not stated)	0.5	9
O=C(O)c1ccc(N2C(=O)C3ON(c4ccccc4)C(c4ccccc4F)C3C2=O)cc1 (configuration not stated)	-1.9	26
COc1ccc(C)cc1NC(=O)CSc1nnc2ccc(-c3ccncc3)nn12	-1.1	30
COc1ccc(N2CC(C(=O)Nc3nc4ccc(OC)cc4s3)CC2=O)cc1 (configuration not stated)	1.9	21
Cc1ccc(N2CN=C(c3ccccc3)NC2=S)cc1	-0.9	-2
O=C1C=C(c2cccs2)CC(c2cccs2)C1n1cnc([N+](=O)[O-])c1 (configuration not stated)	-1.3	57
COc1cc(OC)c(C(=O)NCCCN2CCOCC2)cc1OC	-4.9	13
COc1ccc(S(=O)(=O)N2CCN(C(=O)c3cc(C)oc3C)CC2)cc1OC	-0.5	1
CCOC(=O)c1ccc(NC(=O)CN2C(=O)CNC2=O)cc1	-0.4	7
O=C(NC1CCSC1=O)c1ccc(Oc2cccc(C(F)(F)F)c2)nc1 (configuration not stated)	0.0	24
O=S(=O)(c1ccc2c(c1)OCCO2)N1CCN(c2ncnc3sccc23)CC1	-0.9	61
COc1ccc(Cl)cc1NC(=O)CN1CCN(S(=O)(=O)N2CCCCC2)CC1	-1.9	27
NCCC(=O)N1c2ccccc2Sc2ccc(Cl)cc21	-0.8	7
CN(C)CCNC(=O)c1ccccc1-c1cc2ccccc2c(=O)o1	-0.3	/

By substructure: those above containing a Cl atom (4)
SMILES	STK33 inh	OX1R FRET antag
CCOc1cnc(-c2c(-c3c(F)cccc3Cl)noc2C)o1	-1.7	12
O=C(CS(=O)c1cccc(Cl)c1)Nc1ccccc1Cl (configuration not stated)	-1.4	8
COc1ccc(Cl)cc1NC(=O)CN1CCN(S(=O)(=O)N2CCCCC2)CC1	-1.9	27
NCCC(=O)N1c2ccccc2Sc2ccc(Cl)cc21	-0.8	7

Next structures
SMILES	STK33 inh	OX1R FRET antag
COc1cc(CC(=O)NCCCc2ccccc2)cc(OC)c1OC	-0.7	3
CCN(CC)S(=O)(=O)c1ccc(OC)c(NC(=O)CC2CCCC2)c1	1.4	8
CCN(CC)S(=O)(=O)c1ccc(C(=O)NCC(=O)NC2CC2)cc1	-0.6	15
O=c1[nH]c(CN(CCc2ccccc2)S(=O)(=O)c2ccc(Cl)cc2)nc2ccccc12	/	13
O=C(CCC1CCCC1)Nc1cc(C(F)(F)F)ccc1N1CCOCC1	2.7	17
O=C(CSc1nc(=O)[nH]c2c1CCCC2)Nc1ccc(F)cc1F	-2.1	13
O=C(Nc1ccccc1-c1ccccc1)NC1CCN(C(=O)N2CCOCC2)CC1	-0.4	3
COC(=O)c1c(C(=O)OC)c(-c2cccc(C)c2)n2c1CS(=O)C2 (configuration not stated)	-0.3	4
CCCc1nn2c(=O)cc(CSCC(=O)Nc3nnc(C(C)C)s3)nc2s1	-2.0	14
COCc1cc(CNC(=O)C2CCC(=O)N(Cc3ccccc3OC)C2)[nH]n1 (configuration not stated)	-0.5	2
CCCCC(=O)NNC(=S)NC(=O)c1ccc(C)cc1	0.2	4
CC(=O)Nc1ccc(Nc2ncnc3c2cnn3-c2ccccc2)cc1	0.0	12
Cc1ccc(C)c(N2CC(O)(c3cccs3)[N+]3=C2CCCC3)c1 (configuration not stated)	-1.9	4
O=C(NCCn1cccn1)C1CCC(=O)N(CCc2ccc(Cl)cc2)C1 (configuration not stated)	/	9
Cc1c(C(=O)c2cccc([N+](=O)[O-])c2)c2ccccn2c1CCC#N	0.3	10

Filtered by structure: the entries above containing a furan ring, fused or not
SMILES	STK33 inh	OX1R FRET antag
COC(=O)c1ccc(CSc2n[nH]c(-c3ccccc3)n2)o1	1.3	16
CC1=C(C(=O)OC(C)(C)C)C(c2ccco2)C(C#N)=C(N)O1 (configuration not stated)	-2.0	1
COc1ccc(S(=O)(=O)N2CCN(C(=O)c3cc(C)oc3C)CC2)cc1OC	-0.5	1

Other compounds
SMILES	STK33 inh	OX1R FRET antag
CCOc1ccccc1C(=O)Nc1cc(C)ccc1NC(=O)c1ccco1	-1.1	8
CC(=O)N1CCN(C(=O)c2cccc(S(=O)(=O)NCc3ccccc3)c2)CC1	1.8	3
Cc1ccc(NC(=O)CCNC(=O)c2ccco2)cc1Cl	-0.3	5
Cn1cc(CCNCc2cn[nH]c2-c2ccc(-c3ccccc3)cc2)cn1	1.8	9
Cc1ccc(NC2CCCN(C(=O)C3CCCCC3)C2)cc1C (configuration not stated)	0.8	36
CC(C)C(NS(=O)(=O)c1ccccc1F)C(=O)N1CCc2ccccc2C1 (configuration not stated)	-4.4	5
CC(=O)c1cccc(OCC(=O)Nc2cc(S(=O)(=O)N3CCOCC3)ccc2N2CCCC2)c1	-0.3	18
CC(C)c1c(O)nc(SCCN2CCOCC2)[nH]c1=O	-0.6	-2
CCOCCCNC(=S)N1CCN(CC)CC1	/	7
Cc1ccc(Nc2nc(C(=O)N3CCC(C(=O)NCc4ccccc4)CC3)cs2)cc1	-1.6	15
COc1ccc(S(=O)(=O)N2CCCCC2)cc1NC(=O)c1ccc2ccccc2n1	-0.9	26
CCOC(=O)C1(Cc2cccc(OC)c2)CCN(Cc2cccc3c2OCO3)CC1	-1.5	34
Clc1ccc(N2CCN(/N=C/c3ccncc3)CC2)cc1	-0.4	7
CCOC(=O)C1=C(COC(=O)c2cccc(Br)c2)NC(=O)NC1C (configuration not stated)	-0.2	9
O=C(CCc1ccccn1)N1CCCC(CNS(=O)(=O)c2cccs2)C1 (configuration not stated)	0.2	10
CCOC(=O)C(CC)Sc1nc2c(cnn2-c2ccc(F)cc2)c(=O)[nH]1 (configuration not stated)	-1.3	0
COc1ccc(Cl)cc1NC(=O)/C=C\C(=O)O	-0.3	5
Cc1ccc(S(=O)(=O)c2cc3c(=O)n4ccccc4nc3n(CC3CCCO3)c2=N)cc1C (configuration not stated)	-1.2	19
O=C(Cc1cccs1)N1CCN(S(=O)(=O)c2ccc(F)cc2)CC1	-1.8	22
COc1cccc([C@@H]2CC=C(C(=O)O)[C@H](c3ccc(C)cc3)N2S(=O)(=O)c2ccc(C)cc2)c1	/	10
CCOC(=O)C(NC(=O)CC)(Nc1sc2c(c1C(=O)OC)CCN(C)C2)C(F)(F)F (configuration not stated)	-1.2	11
CCOc1ccc(N2CC(O)(c3cccs3)[N+]3=C2CCCC3)cc1 (configuration not stated)	-1.4	7
COc1cccc(NC(=S)N(Cc2ccco2)C(C)c2ccco2)c1 (configuration not stated)	0.8	5
COc1ccc2[nH]c3c(c2c1)CCN1C(=O)C(CC(=O)NCCC2=CCCCC2)C[C@H](C(=O)N2CCCCC2)[C@@]31C (some centres not stated)	/	14
Nc1nonc1-n1nnc(C(=O)N/N=C/c2ccc(OCc3ccccc3)cc2)c1COc1ccc(F)cc1	0.6	7
CC(Oc1ccc(Br)cc1)C(=O)NNC(=O)CCN1CCN(c2ccccc2)CC1 (configuration not stated)	0.0	14
NC(=O)c1ccc(NC(=O)COC(=O)CC(NC(=O)c2ccccc2Cl)c2ccccc2)cc1 (configuration not stated)	-0.2	4
CC(OC(=O)CN1C(=O)c2ccccc2C1=O)C(=O)N(C)c1ccccc1 (configuration not stated)	-0.1	14
COc1ccc(/C=C/C(=O)NCCCc2ccccc2)cc1	-0.3	11
COC(=O)C1=C(C)NC(=O)NC1c1ccco1 (configuration not stated)	0.3	9
CCCCCC(=O)N1CCN(CCN=CC2=C(O)CC(c3ccc(OC)cc3)CC2=O)CC1 (configuration not stated)	1.3	0
Cc1nnc(NC(=O)C2(c3ccccc3)CCOCC2)s1	-0.8	5
O=C(CCN1C(=O)c2ccccc2S1(=O)=O)Nc1cccc(F)c1	-0.2	9
Cc1sc2ncn(CC(=O)NCCc3ccccc3)c(=O)c2c1C	0.6	21
CCCn1c(=O)[nH]c(=O)c2c1nc(-c1ccc(OC)c(Br)c1)n2CCOC	-1.3	21
CC(=O)C1=C(C)N(Cc2ccccc2)C(=O)N[C@H]1c1ccco1	-2.0	11
Cc1ccc(N2C(=O)C(NC(=O)c3c(F)cccc3F)(C(F)(F)F)C3=C2CC(C)(C)CC3=O)cc1 (configuration not stated)	0.0	1
COc1cc(OC)c(CN2CCC(CO)(CCOc3ccccc3)CC2)c(OC)c1	-1.5	11
Cc1ccc(C(=O)Nc2cccc(S(=O)(=O)N3CCCC3)c2)o1	0.9	-4
O=C(Cc1cccs1)N1CCN(S(=O)(=O)c2ccc(Cl)c(C(F)(F)F)c2)CC1	0.2	1
CCOC(=O)Cc1csc(NC(=S)NC(=O)C(C)(C)C)n1	-0.4	7
Cc1ccc(NC2CCCN(C(=O)c3ccnc(Cl)c3)C2)cc1C (configuration not stated)	1.0	16
CCc1nnc(NC(=O)CSc2nnc(CNC(=O)c3ccc(OC)c(OC)c3)o2)s1	-2.3	3
CCN(CC)CCNC(=O)/C(=C/c1cn(C)c2ccccc12)NC(=O)c1ccc(OC)c(OC)c1	0.5	13
COCCn1c(=O)[nH]c2cc(C(=O)Nc3nnc(C)s3)ccc21	0.2	18

Taken from above.
COc1cc(OC)c(CN2CCC(CO)(CCOc3ccccc3)CC2)c(OC)c1 | STK33 inh = -1.5
CCOC(=O)Cc1csc(NC(=S)NC(=O)C(C)(C)C)n1 | OX1R FRET antag = 7
Cc1nnc(NC(=O)C2(c3ccccc3)CCOCC2)s1 | OX1R FRET antag = 5

More entries follow:
SMILES	STK33 inh	OX1R FRET antag
Cc1nn(Cc2ccc(C(=O)O)o2)c(C)c1[N+](=O)[O-]	0.1	11
O=S(=O)(Nc1cc(S(=O)(=O)N2CCOCC2)ccc1N1CCCC1)c1cccs1	-1.4	19
CCC1(CC)NC(=O)N(CC(=O)OCc2nc3cc(C(=O)OC)ccc3c(=O)[nH]2)C1=O	0.3	1
CN1C(=O)CC(C(=O)Nc2ccc(F)cc2)SC1=Nc1ccc2c(c1)OCO2 (configuration not stated)	-1.9	9
O=C(C1CCCN(Cc2cccnc2)C1)N1CCCCC1 (configuration not stated)	-0.9	12
COc1ccc(Nc2nnc(Cc3ccccc3)c(=O)[nH]2)c(OC)c1	4.9	9
CN(C)CCC(=O)c1cccc(Br)c1	0.0	2
COc1ccc(Cl)cc1C(=O)OCC(=O)NC(=O)c1cccn1C	-0.6	22
O=C(/C=C/c1ccc([N+](=O)[O-])cc1)N(c1ccccn1)C1CCCCC1	-2.4	8
Cc1ccc(N2CC(C(=O)Nc3nnc(SCc4cccnc4)s3)CC2=O)cc1 (configuration not stated)	2.1	19
O=C(Nc1cccnc1)c1ccc(NS(=O)(=O)c2cccc([N+](=O)[O-])c2)cc1	2.8	29
Cn1c(CNC(=O)C2CCC(=O)N(CCc3cccc(F)c3)C2)nc2ccccc21 (configuration not stated)	-0.3	15
CN(C(=O)Nc1ccc(Cl)cc1)n1cnc2ccccc2c1=O	-1.4	6
COc1ccc(OCC(=O)NC(=S)Nc2ccc(S(=O)(=O)Nc3cc(C)on3)cc2)cc1	-1.4	3
COc1cc(/C=N/Nc2nc3ccccc3[nH]2)cc(OC)c1O	25	31

Entries of single compounds as entered above.
`O=C(Nc1cccnc1)c1ccc(NS(=O)(=O)c2cccc([N+](=O)[O-])c2)cc1` across the screens: STK33 inh = 2.8; OX1R FRET antag = 29
`COc1ccc(Cl)cc1C(=O)OCC(=O)NC(=O)c1cccn1C` across the screens: STK33 inh = -0.6; OX1R FRET antag = 22

Carrying on:
SMILES	STK33 inh	OX1R FRET antag
COc1ccc(C(=O)COC(=O)CCNS(=O)(=O)c2ccc(NC(C)=O)cc2)c(OC)c1	0.0	15
O=C(Cn1nc(-c2ccc(Cl)cc2)ccc1=O)NCC1COCCO1 (configuration not stated)	1.2	28
CCOC(=O)c1[nH]cnc1C(=O)Nc1ccc(Cl)cc1	-0.8	16
CCOc1cc(N2CCOCC2)c(OCC)cc1NS(=O)(=O)c1cc(NC(C)=O)ccc1OC	-1.5	15
O=C1c2ccccc2C(=O)N1c1cccc(-c2nc3ccccc3o2)c1	-1.2	6
Cc1onc(-c2ccccc2Cl)c1C(=O)NCc1nc(-c2ccccc2)no1	-0.3	16
O=Cc1cn(-c2ccccc2)nc1-c1cc2c(ccc3ccccc32)oc1=O	0.8	16
